Screening data deposited in PubChem by Broad Institute.
RAD54 branch = blocks human RAD54 Holliday junction branch migration. Q92698. FAM/BHQ fluorescence. inhibition, % at 10.4 µM. 360,000 tested, 0.14% active;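 active = mean normalized replicate activity at least 40 and at least half of replicates scoring 40 or more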;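 also: 0% = median of neutral control wells and 100% = median of positive control wells; inhibitors cause a drop in the FAM fluorescence signal; in these data hits start at about 50%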
ERAP1 HTS inh = inhibitors of human ERAP1 aminopeptidase; recombinant ERAP1, Leu-AMC fluorescence, 60 min; AID 652197; 340,000 tested, 0.15% active; Q9NZ08; inhibition, % at 10.7 µM;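 active = mean replicate inhibition of at least 30%, or all replicates individually reaching that 30% level; inactive = mean below 30% and not every replicate reaching it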;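 also: 0% = neutral control wells and 100% = L-leucinethiol positive control wells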
esBAF inh = SWI/SNF esBAF complex inhibition; mouse ES cells, Bmi1-luciferase knock-in reporter, 24 h; 100% = twice the neutral-well signal; reporter increase, % at 12.5 µM; 350,000 tested, 2% active; in the data active = activation above about 40%;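 also: 0% = median of the plate's neutral control wells and 100% = double that signal; a rise in the Bmi1 reporter signal indicates esBAF inhibition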
ERp5 block = ERp5 (human) disulfide isomerase inhibition; Q15084; AID 651711; inhibition, % at 9.99 µM; ERp5 insulin aggregation, absorbance 650 nm, 90 min; 350,000 tested, 0.05% active;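 active = mean replicate inhibition above about 25%, with every replicate also reaching it, limit read from the data, passing the limit was not always enough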
Target sequence (Q15084 whole entry, looked up): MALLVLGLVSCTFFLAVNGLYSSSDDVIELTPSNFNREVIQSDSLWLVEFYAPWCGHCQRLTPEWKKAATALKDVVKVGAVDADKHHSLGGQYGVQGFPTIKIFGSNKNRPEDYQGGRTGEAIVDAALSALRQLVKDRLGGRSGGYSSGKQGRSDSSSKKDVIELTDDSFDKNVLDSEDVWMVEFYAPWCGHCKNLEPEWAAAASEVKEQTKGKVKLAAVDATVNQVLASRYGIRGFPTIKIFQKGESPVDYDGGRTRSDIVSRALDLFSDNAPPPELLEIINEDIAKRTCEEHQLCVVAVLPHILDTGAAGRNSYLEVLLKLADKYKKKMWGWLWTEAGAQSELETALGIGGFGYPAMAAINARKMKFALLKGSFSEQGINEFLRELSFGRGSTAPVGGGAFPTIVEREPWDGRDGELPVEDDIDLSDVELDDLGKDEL
RAD52 inh = blocks human RAD52 DNA annealing; P43351; 360,000 tested, 0.46% active; inhibition, % at 18.7 µM; AID 651710; recombinant RAD52 DNA annealing, FRET fluorescence;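 active = every replicate showing at least 50% inhibition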
XiGFP reactiv = X-chromosome reactivation activator; activation, % at 7.58 µM; 360,000 tested, 0.055% active; XiGFP mouse fibroblasts, % GFP-positive cells imaging, 3 d; cells co-treated with 5-aza-dC sensitizer; scaled so ellipticine positive control = 100%;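 active = mean normalized replicate activation at least 10% and every replicate at or above 10%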;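 also: 0% = median of on-plate neutral control wells and 100% = ellipticine 6 µM median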
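Assay system – SV40-immortalized XiGFP fibroblast cells, line 68-5-11 · Buffer or medium – DMEM supplemented with 5-aza-dC as sensitizing agent · Dosing – one concentration, pinned · Benchmarks – positive control ellipticine, 6 µM final · Times – 3 days compound exposure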
S100A4 inh HTS = inhibitors of human S100A4 binding to myosin IIA peptide. P26447. S100A4/TAMRA-MyoIIA peptide fluorescence polarization. inhibition, % at 10.7 µM. 360,000 tested, 0.14% active. AID 652163;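 active = mean inhibition of at least 70% across replicates, with every replicate also reaching that level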
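incubation = readout 5 min after mixing, signal stable up to 60 min | system = S100A4 monomer protein | buffer or medium = HEPES pH 7.2 with CaCl2, KCl, NaCl, DTT, Triton | benchmarks = neutral control DMSO, positive control TFP | also added = fluorescent myosin IIA peptide, 5 nM | compound dosing = one concentration per compound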
E-sel inducer = induces E-selectin expression in human endothelial cells. P16581. HUVEC E-selectin immunofluorescence imaging; normalized: neutral wells 0, TNF-alpha wells 100. activation, % at 7.58 µM. 260,000 tested, 0.37% active. AID 686992;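 active = mean E-selectin-positive cell signal at least 10% of the positive control, reached in at least 60% of replicates, without over 20% cell loss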;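 also: in these data hits start at about 27%; measured in HUVEC primary endothelial cells; signal is the percent of cells scored E-selectin positive by PE staining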
Target sequence (P16581 whole entry, looked up): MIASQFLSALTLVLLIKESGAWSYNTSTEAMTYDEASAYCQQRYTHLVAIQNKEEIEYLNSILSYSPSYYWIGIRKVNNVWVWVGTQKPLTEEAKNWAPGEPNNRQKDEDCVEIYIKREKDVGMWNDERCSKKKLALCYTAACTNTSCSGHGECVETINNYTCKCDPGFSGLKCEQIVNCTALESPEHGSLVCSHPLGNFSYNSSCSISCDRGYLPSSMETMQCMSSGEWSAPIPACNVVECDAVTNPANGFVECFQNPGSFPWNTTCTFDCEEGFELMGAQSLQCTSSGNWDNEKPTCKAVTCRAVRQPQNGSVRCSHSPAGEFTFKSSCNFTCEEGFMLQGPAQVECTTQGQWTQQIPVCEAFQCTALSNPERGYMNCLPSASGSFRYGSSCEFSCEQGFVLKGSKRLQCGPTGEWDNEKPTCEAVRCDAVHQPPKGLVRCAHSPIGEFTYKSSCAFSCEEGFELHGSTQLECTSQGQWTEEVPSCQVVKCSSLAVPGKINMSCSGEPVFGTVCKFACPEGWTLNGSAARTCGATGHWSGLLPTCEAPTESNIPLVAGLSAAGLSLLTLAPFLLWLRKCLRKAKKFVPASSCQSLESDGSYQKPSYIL
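Assay system: HUVEC, human umbilical vein endothelial cells / Amount: 3,000 HUVEC/well / Controls: TNF-alpha positive control, DMSO neutral control / Compound dosing: single concentration / Medium: EGM-2 over gelatin coat / Evaluation: percent E-selectin-positive cells / Signal: immunofluorescence imaging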
Active calls of the source: *; . = no result given; & = joins results of further samples.

SMILES | RAD54 branch | ERAP1 HTS inh | esBAF inh | ERp5 block | RAD52 inh | XiGFP reactiv | S100A4 inh HTS | E-sel inducer
C[C@@H]1CN([C@@H](C)CO)S(=O)(=O)c2ccc(/C=C/c3ccccc3)cc2O[C@H]1CN(C)C(=O)Nc1cc(F)ccc1F | 3.9 | 3.1 | -1.5 | -0.5 | 2.7 | -1.3 | -3.7 | 1.5
C#CCO[C@@H]1C[C@H](n2ccc(NC(=O)c3ccccc3)nc2=O)O[C@@H]1CO | -5.3 | -0.7 | -7.1 | -1.4 | -0.6 | 0.2 | 2.7 | 0.1
CC(NC=O)c1nc2ccccc2n1CCc1ccccc1 (centres undefined) | 6.0 | 3.2 | 1.7 | 4.9 | 7.1 | 0.0 | 1.2 | -0.1
c1ccc(Nc2ccccn2)nc1 | -13.9 | -2.6 | -3.9 | -4.4 | -13.6 | -0.1 | -4.2 | 2.2
COc1ccc(-c2ccc3c(c2)[C@@H]2[C@@H](CCN2C(=O)c2ccc4c(c2)OCO4)[C@H](CO)N3C)cc1 | 12.8 | 1.5 | -0.3 | 4.3 | 7.2 | 0.3 | 1.4 | 0.7
C[C@H]1CCCCO[C@H](CN(C)Cc2ccc(C(=O)O)cc2)[C@@H](C)CN([C@@H](C)CO)C(=O)c2cc(NC(=O)C3CCCCC3)ccc2O1 | -5.0 | -3.6 | -3.6 | -2.2 | 12.7 | 0.1 | 5.3 | -0.3
CCOc1ccc(C(=O)NN2CCOCC2)cc1 | -4.2 | 0.3 | -4.6 | 2.8 | 0.8 | 0.3 | -3.7 | 0.4
CSCC[C@@H](CO)NC(=O)[C@H]1O[C@@H](n2ccc(N)nc2=O)[C@H](O)[C@@H]1O | -2.7 | 2.8 | 3.9 | 2.8 | -18.1 | 0.0 | -0.9 | 2.5
NC(c1ccc(F)c(F)c1)c1nc(-c2ccc3ccccc3c2)cs1 (centres undefined) | -9.9 | -3.5 | 24.7 | 0.4 | -32.7 | 0.2 | -6.1 | 0.8
Cc1ccc(C(=O)CSc2nnc3c4ccccc4nc(Cc4ccccc4)n23)cc1 | 6.7 | -1.3 | . | -4.7 | -4.0 | 0.8 | 4.7 | -3.3
C#CCCOC(=O)N1C2=NC(C(=O)OC)=C(C(=O)OC)[C@@H]3N(C)c4ccccc4[C@]23C[C@H]1C(=O)OC | -4.5 | 1.2 | -4.8 | 1.0 | -12.2 | 0.4 | 2.3 | -0.7
COc1ccc2c3c(n(C)c2c1)[C@H](CO)N(Cc1ccccn1)CC31CCN(Cc2ccccn2)CC1 | . | -3.9 | . | -6.7 | -5.5 | 0.1 | 27.8 | -0.2
Cc1nn(C)cc1NC(=O)C[C@@H]1CC[C@H]2[C@H](COc3ccc(NC(=O)C(C)C)cc3C(=O)N2C)O1 | -4.2 | . | -0.8 | . | . | -0.1 | . | 0.3
COc1ccccc1-c1csc(C(C)(O)c2cccc(F)c2)n1 (centres undefined) | -3.0 | 0.0 | -1.2 | 4.8 | -6.3 | -0.1 | 5.7 | 0.0
C[C@H]1CN([C@@H](C)CO)C(=O)c2cccc(NC(=O)c3ccc(-c4nccs4)cc3)c2O[C@H]1CN(C)Cc1ccc(C(=O)Nc2ccccc2N)cc1 | 1.5 | 0.0 | 0.4 | 13.8 | 17.7 | 0.0 | 1.8 | -16.2
O=S(=O)(c1ccc(-c2ccccc2)cc1)N1C[C@@H]2N[C@H](C1)[C@@H]2c1ccc(-c2cccnc2)cc1 | . | -3.9 | . | 0.2 | 72.9* | 0.2 | -1.6 | 0.1
C[C@@H]1CN([C@H](C)CO)S(=O)(=O)c2ccc(C#Cc3ccc(F)cc3)cc2O[C@@H]1CN(C)C(=O)NC1CCCC1 | 0.5 | -2.3 | 0.3 | -2.4 | -6.0 | -1.3 | 27.9 | 0.1
COc1cn(-c2ccccc2)nc1C(=O)OCC(=O)Nc1ccc(C)c(C)c1 | . | -5.3 | -7.4 | -17.3 | -1.4 | 0.0 | -2.5 | .
COc1ccc(CN(C)C(=O)C2CCN(C(=O)Nc3ccccc3)CC2)cc1OC | -6.7 | 1.4 | -5.7 | -0.1 | -8.1 | 0.0 | 0.7 | 0.9
Cc1ccc(C(=O)N/C(=C/c2ccc(-c3ccc(Br)cc3)o2)C(=O)NC2CCS(=O)(=O)C2)cc1 (centres undefined) | 2.9 | -2.8 | . | 12.9 | -6.9 | 0.1 | -5.1 | .
CCOc1ccc(NC(=O)C(C)SC(N)=O)cc1 (centres undefined) | 12.4 | 0.7 | -2.9 | 6.8 | -14.8 | . | -3.8 | .
C[C@@H]1CN([C@H](C)CO)C(=O)CCCn2nncc2CO[C@@H]1CN(C)S(=O)(=O)c1cccs1 | -1.6 | -3.3&-3.2 | -3.0&-3.4 | 3.8&-3.0 | -3.5&0.1 | 0.0&-0.6 | -2.9&4.4 | 0.2
CN(C)c1ccc(/C=N/NC(=O)c2nnn(-c3nonc3N)c2CN(C)c2ccccc2)cc1 | -8.3 | 0.8 | 16.2 | 3.5 | -20.7 | 0.0 | -1.7 | .
COc1ccccc1NC(=O)N1C[C@H](O)COC[C@@H]2O[C@@H](CC(=O)NCCc3ccncc3)CC[C@H]21 | -8.8 | 0.5 | 0.6 | -2.1 | -11.6 | 0.2 | -2.1 | 0.1
Cc1noc(C)c1-c1csc(N2CCC(C(N)=O)CC2)n1 | -5.5 | -0.9 | 74.4* | 2.6 | -9.0 | 0.1 | -4.1 | 0.1
CCCC(=O)NC(C)c1nc2ccccc2n1C(C)C (centres undefined) | -6.2 | -6.6 | -4.5 | 0.0 | -10.0 | 0.1 | -2.8 | 0.7
CCOC(=O)C1CCCN(c2cc(=O)n(-c3ccccc3Cl)c(=O)[nH]2)C1 (centres undefined) | 1.8 | -0.7 | -9.7 | 0.9 | -8.7 | 0.2 | -2.1 | 0.6
COCCn1c(C)cc(C2=NNC(=Nc3ccc(F)cc3)SC2)c1C | -6.1 | 1.1 | 23.5 | 2.8 | -8.1 | . | 0.8 | .
CC(=O)Nc1ccc(NC(=O)CSc2nc3ccccc3nc2N2CCC(C)CC2)cc1 | -2.7 | 0.0 | -0.5 | 2.6 | -8.0 | 0.1 | 1.5 | .
O=C(c1ccccc1)N1C[C@@H]2[C@H](c3ccccc31)[C@@H](CO)N2C(=O)c1cccc(F)c1 | -6.2 | -2.0 | -2.7 | -4.0 | -4.9 | 0.0 | 24.5 | -0.1
CCOC(=O)C1=C(CNC(C)(C)CC(C)(C)C)NC(=O)NC1c1cccc([N+](=O)[O-])c1 (centres undefined) | . | 1.8 | . | -0.8 | -2.2 | 0.0 | 1.4 | -2.5
CC/C(=C/c1ccccc1)c1cccc2[nH]c3c(OC)cccc3c12 | -2.3 | 0.2 | -19.8 | -1.0 | -29.9 | 0.0 | -1.3 | 0.2
COc1ccc(NS(=O)(=O)c2ccc(N3CCCC3)c(N)c2)cc1 | -6.3 | -4.5 | -9.5 | 2.9 | -4.3 | 0.0 | -6.5 | 0.0
O=C(C[C@H]1C=C[C@@H](NC(=O)NC2CCCCC2)[C@@H](CO)O1)NCc1ccccc1 | -4.5 | -3.9 | -3.1 | -6.8 | -5.9 | -0.3 | 7.0 | -0.3
CCN1CCc2c(OCc3ccc(C(=O)OC)o3)cccc2C1=O | . | 1.5 | . | 8.0 | -3.5 | 0.1 | -2.6 | 16.4
COc1cc(C(=O)Oc2ccc3ccc(O)cc3c2)cc(OC)c1OC | 2.5 | 2.6 | 33.0 | -1.7 | -10.0 | 0.0 | -9.7 | .
COc1ccc(-c2cc(C(=O)N3CCN(c4ccccc4O)CC3)c3ccccc3n2)cc1OC | 16.8 | 1.0 | . | 5.5 | -17.2 | 0.4 | -2.5 | .
Cc1ccc(CN2CCC(n3nccc3NC(=O)C3CCOC3)CC2)cc1C (centres undefined) | -6.7 | -0.7 | -1.6 | -0.3 | -20.4 | 0.4 | 0.9 | -0.9
CC(C)NC(=O)N(C)C[C@@H]1Oc2ccc(NC(=O)CCN3CCOCC3)cc2CC(=O)N([C@@H](C)CO)C[C@H]1C | 1.0 | 1.4 | -1.4 | 2.8 | 4.1 | 0.0 | -55.9 | 0.0
COc1ccc(Oc2ccc(N/C=C/C(=O)C(C)(C)C)cc2)cc1 | . | -4.3 | 4.0 | 2.5 | -10.2 | 0.0 | -10.0 | .

An excerpt of these results, with values under each structure:
Values run as follows: RAD54 branch | ERAP1 HTS inh | esBAF inh | ERp5 block | RAD52 inh | XiGFP reactiv | S100A4 inh HTS | E-sel inducer
> COCCn1c(C)cc(C2=NNC(=Nc3ccc(F)cc3)SC2)c1C
 : -6.1 | 1.1 | 23.5 | 2.8 | -8.1 | . | 0.8 | .
> CC(=O)Nc1ccc(NC(=O)CSc2nc3ccccc3nc2N2CCC(C)CC2)cc1
 : -2.7 | 0.0 | -0.5 | 2.6 | -8.0 | 0.1 | 1.5 | .
> O=C(c1ccccc1)N1C[C@@H]2[C@H](c3ccccc31)[C@@H](CO)N2C(=O)c1cccc(F)c1
 : -6.2 | -2.0 | -2.7 | -4.0 | -4.9 | 0.0 | 24.5 | -0.1

Carrying on.
SMILES | RAD54 branch | ERAP1 HTS inh | esBAF inh | ERp5 block | RAD52 inh | XiGFP reactiv | S100A4 inh HTS | E-sel inducer
Cc1ccc(S(=O)(=O)N(C)C)cc1NC(=O)c1ccc2ccccc2n1 | -7.0 | -3.9 | . | -7.7 | -23.2 | -0.2 | -4.4 | 0.1
C#CCNC(=O)C1=C[C@H](c2ccc(C(F)(F)F)cc2)C[C@H](OCc2ccc(CO)cc2)O1 | 0.9 | 0.0&1.2 | -10.3 | 1.4&-0.9 | -12.7&-6.2 | 0.1 | 1.1&34.1 | 0.2
C[C@H](CO)N1C[C@H](C)[C@H](CN(C)Cc2ccc(C(F)(F)F)cc2)Oc2ccc(N(C)C)cc2C1=O | 5.8 | 4.5 | -3.3 | 0.7 | 0.6 | 0.1 | 2.9 | 0.5
C[C@@H]1CN([C@H](C)CO)S(=O)(=O)c2ccc(Br)cc2O[C@@H]1CN(C)C(=O)c1cnccn1 | 5.6 | 1.7 | 3.8 | 1.2 | 3.3 | -0.9 | 16.9 | -0.2
Cc1ccc(S(=O)(=O)Nc2ccc3c(c2)C(=O)N([C@@H](C)CO)C[C@H](C)[C@H](CN(C)S(=O)(=O)c2c(C)noc2C)O3)cc1 | -0.8 | 0.0 | -2.9 | 4.9 | 8.9 | 0.2 | 6.8 | 0.0
O=C1C(=O)N(Cc2ccccc2)C(c2cccc(O)c2)/C1=C(\O)c1ccc2c(c1)OCCO2 (centres undefined) | 1.9 | 1.2 | -1.3 | -12.4 | -1.5 | 0.4 | -6.1 | .
COc1cccc(S(=O)(=O)Nc2ccc3c(c2)[C@@H]2C[C@@H](CC(=O)N(C)C)O[C@@H](CO)[C@@H]2O3)c1 | 0.5 | -0.5 | -4.6 | -2.0 | 7.6 | 0.0 | 5.8 | 0.2
COc1cc(OC)cc(C(=O)NNC(=O)CCOc2ccccc2OC)c1 | -6.4 | -0.1 | 3.2 | 5.2 | -3.8 | -0.5 | 1.2 | .
CCOC(=O)C(CC)Sc1ccc2nnc(CCNS(=O)(=O)c3ccccc3)n2n1 (centres undefined) | . | 1.3 | . | 1.0 | -14.2 | 0.0 | -2.2 | 3.3
CCOC(=O)C1(Cc2cccc(OC)c2)CCN(Cc2cccnc2)CC1 | . | -0.5 | -2.6 | -7.6 | -6.9 | 0.0 | 2.5 | 5.6

Entries above printed as active in esBAF inh.
| SMILES | ERAP1 HTS inh | esBAF inh | ERp5 block | RAD52 inh | S100A4 inh HTS |
| --- | --- | --- | --- | --- | --- |
| Cc1noc(C)c1-c1csc(N2CCC(C(N)=O)CC2)n1 | -0.9 | 74.4* | 2.6 | -9.0 | -4.1 |
